# NOD1 inhibition: NOD1 signaling inhibitors, primary screen, cell-based, luminescence, uHTS (AID 1578) | NOD1-driven NF-kB luciferase reporter cells, luminescence; higher % means a stronger effect | inhibition, % at 4 µM, or EC50 in µM where a hit was titrated | 290,000 compounds, 1% hits; in the data active = inhibition mostly above about 36%, no sharp cut-off; inactive = mostly below about 34%;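 also: HEK-293T reporter cells stimulated with the NOD1 agonist gamma-tri-DAP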
# b-catenin transl: modulators of beta-catenin nuclear translocation. HeLa beta-catenin nuclear translocation, immunofluorescence imaging. nuclear translocation activity, % at 5 µM. 190,000 compounds, 0.3% hits. AID 1665;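 active = nuclear translocation activity above 50% at 5 µM, with a well cell count of 50 or more; inconclusive = wells under 50 cells across six images, flagged as toxic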;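 also: per-cell ratio of nuclear to cytoplasmic median beta-catenin stain intensity; plate controls were DMSO negative control for no effect and GSK-3 inhibitor IX positive control for full effect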
#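 Signal – beta-catenin immunofluorescence imaging with DAPI · Test system – human HeLa cell line · Dosing – 5 µM primary single dose, 0.1% DMSO, 0.02–20 µM confirmation series · Measure – % activation, nuclear-to-cytoplasmic median beta-catenin signal ratio per cell · Incubation – 24 h compound exposure at 37°C, 5% CO2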
# Yfh1-off respiration: mitochondrial function rescue without frataxin homolog – Friedreich's ataxia, plus single-dose screen, dose response (AID 1465); S. cerevisiae Yfh1-off respiration, WST-1 reduction, 72 h; higher fold induction means a stronger effect; fold induction at 50 µM; hits with a dose series show EC50 in µM; 220,000 compounds, 0.074% hits;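 active = fold induction of absorbance versus untreated yeast above a set limit, then at least 30% activation at any dose in follow-up; inconclusive = repeats straddling the limit, or above it without dose testing; inactive = fold induction below the set limit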;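 also: activators that raise dye reduction in frataxin-depleted yeast; strong numbers were not always called active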
# HEK293 NOD2/NF-kB: inhibition of NOD2-driven NF-kB reporter – cell-based, luminescence, uHTS, HEK293 (AID 1566); 290,000 compounds, 0.63% hits; inhibition, % at 4 µM; hits with a dose series show EC50 in µM; HEK293 NOD2/NF-kB luciferase reporter, luminescence; higher % means a stronger effect; in the data active = inhibition above about 50%; also: many of its hits are not listed in these tables
# MT stabilizer: microtubule stabilization, imaging screen; % tubulin-high responders, % at 10 µM; 200,000 compounds, 0.83% hits; AID 2205; HeLa tubulin immunostaining HCS, 24 h; share of cells brighter than vehicle mean+2SD;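 active = plate Z-score above 3 for both tubulin-high and condensed-nucleus cell shares, with cell loss under 80%, at 10 µM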;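 also: anti alpha tubulin signal scored within the nucleus-defined area of each cell; some results filed as inactive read as strong as hits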
# Autophagy HCS: autophagy modulation, high-content screen. MEF GFP-LC3 puncta imaging; test concentration mostly 10 µM. calls only at 10 µM (by protocol). 190,000 compounds, 0.98% hits. AID 463193;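 active = percentage of spot-positive cells more than 3 SD above its plate mean, without a fluorescence outlier flag or 80% toxicity; inconclusive = no clear call, values can overlap the other calls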;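 also: spot-positive cell cutoff set from DMSO-treated cells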
# Ins promoter up: MIN6 insulin promoter up-regulation; z-score at 5 µM; MIN6 insulin promoter-GFP reporter, high-content imaging; stronger effect = higher value; AID 1625; 190,000 compounds, 0.3% hits;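 active = z-score above 3 at 5 µM with at least 500 cells counted in the well; inconclusive = wells under 500 cells, flagged as cytotoxic or low count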
# P. falciparum M17LAP: P. falciparum M17LAP inhibitors, primary screen, biochemical, fluorogenic H-Leu-NHMec substrate, 1536-well (AID 1619) | recombinant M17LAP, H-Leu-NHMec fluorogenic kinetic assay; higher % means a stronger effect | one-dose inhibition, % at 30 µM; IC50 in µM for titrated hits | 220,000 compounds, 0.38% hits;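 active = compound inhibiting the enzyme by more than half at any dose during confirmatory dose-response retesting; inconclusive = strong single-dose inhibitors picked by rank but not retested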;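 also: plate controls were full reaction with DMSO carrier for no effect and no enzyme background for full effect; strong numbers were not always called active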
# Dynein transport: dynein cargo transport inhibition. AID 1381. z-score, hits read low. 220,000 compounds, 0.47% hits. 3617.4 mouse cells, GR-EGFP nuclear translocation imaging; test concentration mostly 20 µM; stimulated with dexamethasone, 1 µM; stronger effect = lower value;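 active = plate z-score of nuclear minus cytoplasmic receptor signal below a set negative limit, without overly bright fluorescence or cell loss, cut at about -3.5 in these data, passing the limit was not always enough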;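 also: z-score of nuclear minus cytoplasmic ring GR-EGFP intensity difference per well; some compounds called inactive have numbers as strong as hits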
#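 medium = tetracycline-free induction medium containing charcoal-stripped FBS | also added = 1.0 µM final dexamethasone stimulus | schedule = 48 h induction, 1 h compound, 30 min dex at 37 °C | technique = fixed, Hoechst-stained cells imaged at 10x for EGFP | measure = GR-EGFP nuclear translocation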
# Dynein transport cytoplasmic EGFP: recorded beside Dynein transport, whose call it bears; z-score; measured here: cytoplasmic GR-EGFP intensity; stronger effect = higher value
# Dynein transport nuclear GR-EGFP: second read-out of Dynein transport, no call of its own (marks repeat the call); z-score; measured here: nuclear GR-EGFP intensity;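 lower value marks the stronger effect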
# Dynein transport cell count: further read-out of Dynein transport, marked with its call; z-score; measured here: cell count per field
# Ins promoter up cell count: recorded beside Ins promoter up, whose call it bears; cell count; measured here: cytotoxicity, nuclei count;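 total cells summed across four imaged fields per well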
# b-catenin transl cell count 5 µM: second read-out of b-catenin transl, no call of its own (marks repeat the call); cell count; measured here: cell count, cytotoxicity flag
# MT stabilizer Hoechst-high %: recorded beside MT stabilizer, whose call it bears; % Hoechst-high responders; measured here: nuclear condensation Hoechst responders;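 share of cells brighter than vehicle mean plus two SD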
# MT stabilizer cytotoxicity %: recorded beside MT stabilizer, whose call it bears; toxicity, %; measured here: cytotoxicity by cell density;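 0% = mean cell density of plate MIN control wells and 100% = no cells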
# Autophagy HCS cell loss 18 h: second read-out of Autophagy HCS, no call of its own (marks repeat the call); toxicity, %; measured here: cell loss, nuclei count;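 cell loss after 18 h compound exposure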
# * marks the source's active call; other numbers are inactive results; i = inactive; ? = inconclusive; nt = not tested or not shown. Not all compounds are listed. The share of hits here may be higher or lower than overall.
SMILES,NOD1 inhibition,b-catenin transl,b-catenin transl cell count 5 µM,Yfh1-off respiration,HEK293 NOD2/NF-kB,MT stabilizer,MT stabilizer Hoechst-high %,MT stabilizer cytotoxicity %,Autophagy HCS,Autophagy HCS cell loss 18 h,Ins promoter up,Ins promoter up cell count,P. falciparum M17LAP,Dynein transport,Dynein transport cytoplasmic EGFP,Dynein transport nuclear GR-EGFP,Dynein transport cell count
O=C(OCc1ccccc1)N1CCOCCOCCN(C(=O)OCc2ccccc2)CCOCCOCC1,25%,nt,nt,i,6%,1.1,3.0,14,i,1,nt,nt,2%,2.1,-0.18,0.68,-1.1
COc1ccc(-c2ccc(CCC(=O)O)n2-c2ccccc2O)cc1,-1%,-0.2,1405,i,-13%,nt,nt,nt,nt,nt,1.2,935,-2%,-0.066,-0.24,-0.077,0.6
Cc1nc(SCC(=O)Nc2cc(C(N)=O)cc(C(N)=O)c2)c2c(C)c(C)sc2n1,2%,-0.9,1343,i,-10%,nt,nt,nt,nt,nt,-0.22,855,-4%,-0.0027,-0.23,0.54,0.18
CCCCNC(=O)CN1C(=O)NC(CCc2ccccc2)C1=O (stereo not given),-35%,-3.6,1065,i,6%,8.3,2.7,1.9,i,6,0.63,1214,2%,-0.6,-0.26,0.17,0.93
COc1ccc(CC(=O)Nc2c3c(nn2-c2cccc(Cl)c2)CS(=O)(=O)C3)cc1,-15%,-0.1,1036,i,6%,1.3,1.9,7.0,i,-2,0.53,1236,0%,0.51,-0.21,1.1,2.1
CSc1ccccc1NC(=O)COc1ccc(Cl)cc1,-38%,-1.3,994,i,-11%,2.3,3.3,10,i,13,nt,nt,-18%,-0.61,-0.26,0.5,0.11
O=C(Nc1ccc2c(c1)OCCO2)C1CCN(C(=O)c2ccc(F)cc2)CC1,-11%,-0.7,1163,i,-22%,2.9,2.5,9.0,i,-2,0.59,1084,-4%,-0.87,-0.26,-0.22,0.63
O=C(NCc1cccs1)N[C@@H](Cc1ccccc1)C(=O)O,2%,-6.4,1233,i,9%,4.0,4.2,7.6,i,5,-0.27,1263,58µM*,-0.57,-0.12,-0.23,0.51
COc1cc2c(cc1OC)C(C)=NC1(CCCCC1)C2,-3%,-0.3,1304,i,13%,nt,nt,nt,nt,nt,-0.4,1070,i,-0.79,-0.27,-0.011,0.56
C=CCNC(=O)/C(C#N)=C/c1ccccc1[N+](=O)[O-],-26%,-0.7,954,i,7%,5.9,2.3,6.7,i,39,0.48,1372,3%,0.093,-0.21,0.082,0.085
Fc1cccc(NCc2cn3ccccc3n2)c1,-53%,0.4,984,i,-100%,3.2,3.2,16,i,6,0.33,1031,1%,-1.4,-0.2,-0.15,0.38
NC(=O)CSc1ncnc2c1oc1ccccc12,13%,-1.9,1215,i,4%,4.2,2.1,8.8,i,0,-0.12,845,1%,-0.2,-0.24,0.086,0.33
O=P(COCCCCCOCP(=O)(c1ccccc1)c1ccccc1)(c1ccccc1)c1ccccc1,-2%,-1.2,508,i,-5%,3.6,1.5,3.7,i,9,nt,nt,-5%,2.3,-0.16,1.4,-1.5
C/C=C/C(=O)OCC(=O)Nc1ccc(OC)c(OC)c1,14%,0.0,1171,i,-1%,2.6,4.0,7.3,i,-1,-0.4,1160,-3%,-0.55,-0.23,0.089,0.41
COc1ccc2cc(Br)ccc2c1CC(=O)NCC1CCCO1 (stereo not given),-41%,-1.3,1012,i,10%,2.7,1.8,10,i,-21,-0.19,1639,5%,-0.74,-0.31,-0.051,0.59
COc1ccc(CSc2cccc3cccnc23)cc1[N+](=O)[O-],-42%,3.0,529,i,9%,2.3,1.8,6.2,i,-5,-0.14,1191,-8%,-0.68,-0.0036,-0.35,-0.12
Cc1ccc(NC(=O)COC(=O)CN2C(=O)C3CCCCC3C2=O)cc1S(=O)(=O)N1CCOCC1 (stereo not given),2%,5.0,890,i,10%,2.2,3.5,9.2,i,-3,-0.18,1370,7%,-0.19,-0.33,-0.41,0.61
CCC(=O)Nc1ccc(C(=O)Nc2cc(C)on2)cc1,-29%,-7.8,1210,i,-7%,1.8,1.4,3.3,i,35,0.7,935,-5%,-0.57,-0.27,-0.0016,0.18
Cc1ccc(-c2nnn(CC(=O)N(CC(=O)NCC3CCCO3)c3ccccc3)n2)o1 (stereo not given),nt,nt,nt,i,-7%,2.3,1.9,3.6,i,6,nt,nt,11%,-0.4,-0.15,0.044,-0.31
CCOC(=O)NC(=O)C(/C=N/c1sccc1C(=O)OC)=C(\C)O,-22%,-0.2,1452,i,-6%,4.4,2.9,7.6,i,21,0.37,1561,6%,-0.47,-0.29,-0.29,0.44
CC(C)(C)C1CCc2onc(C(=O)Nc3cccnc3)c2C1 (stereo not given),1%,0.3,1157,i,0%,2.7,5.1,16,i,11,0.72,1340,2%,0.99,1.2,0.94,0.011
Cc1cc(C)n(-c2cccc(CN3CCC(CO)(Cc4ccccc4)CC3)c2)n1,-17%,-1.1,903,i,2%,3.0,3.6,1.9,i,14,-0.73,1428,4%,-0.49,-0.26,-0.13,1.1
CCCCNC(=O)N1CCOCCOCCN(C(=O)NCCCC)CCOCC1,-5%,-2.7,1215,i,16%,6.1,3.0,5.6,i,-2,nt,nt,0%,-0.76,0.018,-0.17,0.1
CCCc1nnc(NC(=O)NCCN2C(=O)C3C4C=CC(C4)C3C2=O)s1 (stereo not given),1%,0.7,1004,i,8%,4.1,2.3,8.1,nt,nt,0.25,989,2%,0.057,-0.26,0.32,-0.031
Cc1ccc(Cn2ccc(NC(=O)CCSc3nc(-c4ccco4)cc(C(F)(F)F)n3)n2)cc1,-12%,1.1,1030,i,-2%,36*,18*,39*,i,2,0.16,1310,4%,0.46,-0.21,0.25,0.66
CCOC(=O)c1ccccc1OC(=O)CS(=O)c1ccccc1[N+](=O)[O-] (stereo not given),-6%,-0.2,1489,i,24%,2.5,2.2,8.3,i,-7,0.08,1401,-8%,-0.95,-0.25,-0.082,0.13
Cc1cc(C)c(N)c(C(=O)O)c1,-5%,-1.4,1347,i,3%,nt,nt,nt,nt,nt,-0.09,993,-1%,0.45,-0.24,0.86,-0.97
Cc1c(C2=CCN(S(=O)(=O)c3ccc(Cl)cc3)CC2)c2ccccc2n1C,-7%,-1.0,546,i,11%,4.7,2.9,12,i,7,0.06,1262,-12%,2.9,-0.19,1.8,-1.9
Cc1ccc(S(=O)(=O)N2CCN(Cc3ccsc3)CC2)cc1,-16%,0.6,1548,i,5%,2.6,1.5,10,i,7,-0.57,1323,-3%,-0.88,-0.21,-0.35,-0.32
O=C(Cc1ccccc1)N1CCN(c2ncccn2)CC1,-8%,0.1,1060,i,24%,2.3,1.6,5.1,i,2,0.5,1373,-4%,-0.015,-0.24,-0.48,0.29
COc1cc(C(=O)Nc2ccc(S(=O)(=O)N(C)c3ccccc3)cc2)cc(OC)c1OC,-12%,0.8,503,i,0%,1.6,3.0,6.8,i,-2,1,1189,-6%,0.12,0.27,0.07,-0.4
C[C@H](NC(=O)Nc1ccccc1F)C(=O)O,-24%,nt,nt,i,-17%,1.0,1.3,5.0,i,-1,0.14,1343,5%,-0.42,-0.24,-0.015,1.4
N#CCCn1cc(/C=C2\NC(=S)N(c3ccccc3)C2=O)c(-c2ccc(F)cc2)n1,-22%,0.0,1490,i,-17%,4.1,4.7,9.1,i,2,0.52,1114,-5%,0.2,-0.28,0.37,-0.59
Cc1sc2cc3c(c(C(=O)c4ccccc4)[n+]2c1C)-c1cccc2cccc-3c12,44%,-0.9,492,i,38%,2.7,2.3,4.1,i,-6,?,nt,44%,-1.1,-0.23,-0.53,0.64
COc1cccc2cc(C(C)N(CCCN3CCOCC3)C(=S)Nc3c(C)cccc3C)oc12 (stereo not given),-22%,2.7,902,i,-4%,3.4,2.3,10,i,6,-1.1,1270,9%,1.2,-0.24,0.95,-1.1
O=C1CC(c2cc3c(cc2Br)OCO3)C2=C(CCCC2=O)N1 (stereo not given),17%,0.3,1322,nt,14%,0.8,1.2,8.8,i,-21,-0.18,1621,-11%,-0.55,-0.2,-0.22,0.2
O=C(N/N=C/c1ccc(O)c([N+](=O)[O-])c1)c1ccncc1,1%,-1.0,1324,i,9%,nt,nt,nt,nt,nt,0.54,981,10%,-0.11,-0.19,0.37,0.25
O=c1cc(-c2ccccc2)[nH]c2ccccc12,-29%,193*,730*,i,-16%,32*,26*,69*,i,56,1.1,996,5%,-0.76,-0.27,-0.24,0.38
Nc1cc(=O)[nH]c(SCC(=O)Nc2nnc(-c3ccccc3)s2)n1,-26%,0.0,1153,i,-16%,4.1,2.5,4.2,i,4,0.48,1281,35%,0.02,-0.28,-0.071,-0.13
CC12CCC(C(=O)N(CC3CO3)C1=O)C2(C)C (stereo not given),-29%,0.6,1019,i,5%,1.6,2.3,8.0,i,-4,0.03,1120,-4%,0.16,-0.35,-0.026,1.1
